High-throughput results from PubChem BioAssay.
ATXN viability: viability counter-screen for ATXN expression inhibitors. S2 cells (HEK-293 line with an ATXN2-luciferase reporter) viability, CellTiter-Fluor protease fluorescence, 24 h. AID 651635. 0.49% of 400,000 active. Potency, µM (series often up to 56.7 µM), most hits filed as cytotoxic; note: potency is the fitted concentration of half-maximal effect; nearly all actives have a fitted effect of over 40% in size
Nrf2 ARE act: activates Nrf2 signaling | 0.31% of 410,000 active | Potency, µM (titrated, usually from 46.1 µM), without a hit: top-dose activation, most hits filed as activators | AREc32 ARE-luciferase reporter (MCF7-derived line), luminescence, 24 h; note: potency is the fitted concentration of half-maximal effect; % of control where 0% means no effect; nearly all actives have a fitted effect of over 65% in size
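AREc32_Fluc, 1000 cells/well, OPTI-MEM + 5% FBS, o/n 37 deg C 5% CO2; 23 nL cpd by pin tool, 24 hr; Steady-Glo 30 min RT, luminescence.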
CCT chaperon mod: modulators of cytosolic chaperonin (CCT/TRiC) activity; purified chaperonin ATPase assay, HTRF ADP detection, 30 min; activity change, % (no concentration beside the values), hits read low; 0.3% of 360,000 active; in the data active = activity change below about -30%; note: % is set by controls: 0 for no effect and ±100 for the full control effect
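Enzyme 40 or 20 nM (batch-dependent) in Tris pH 7.4/KCl/MgCl2/DTT; cpd 76 uM single point; ATP 10 uM; 30 min 37 °C; Transcreener ADP HTRF detection, 30 min RT; ratio 665/615.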
Mm-Cpn inhibitor: inhibitors of Methanococcus maripaludis chaperonin (MmCpn) | purified Mm-Cpn ATPase, ADP Transcreener TR-FRET | Potency, µM (highest dose often 76.9 µM), inactives show top-dose activity, negative = inhibition, usual class: inhibitors | 0.031% of 330,000 active | AID 504842; note: potency is the fitted concentration of half-maximal effect; % is set by controls: 0 for no effect and ±100 for the full control effect; nearly all actives have a fitted effect of over 80% in size
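Purified archaeal chaperonin (25 nM final) was preincubated with compound for 10 min at 37°C, then ATP (10 uM final) was added for 30 min at 37°C in Tris pH 7.4/KCl/MgCl2/DTT buffer. ADP was quantified by HTRF Transcreener TR-FRET.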
HepG2 tox: kills HepG2 cells in TGF-b inhibitor counter-screen; 0.76% of 410,000 active; HepG2 CAGA-GFP viability, ATP luminescence, 18 h; AID 588856; Potency, µM (titrated, usually from 46.1 µM), without a hit: at the highest dose activity change, negative = cytotoxicity, actives largely listed as cytotoxic; note: potency is the fitted concentration of half-maximal effect; some results filed as inactive show a strong effect at the top dose
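HepG2 CAGA-GFP cells (1000/well, DMEM with 1% FBS) received compound, then TGF-beta at 500 pg/mL final, and were incubated 18 hours at 37 degrees C. Viability was read by CellTiter-Glo luminescence. Media-only wells were set as complete cell-killing and DMSO as no toxicity.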
TGFb inhibitor: inhibitors of TGF-b signaling | Potency, µM (titrated, usually from 46.1 µM), without a hit: at the top dose activity, negative = inhibition, most hits filed as inhibitors | HepG2 CAGA-GFP TGF-b/SMAD3 reporter, GFP fluorescence, 18 h; TGF-beta stimulated, 500 pg/mL final | AID 588855 | 1.2% of 410,000 active; note: potency is the fitted concentration of half-maximal effect; % is set by controls: 0 for no effect and ±100 for the full control effect; nearly all actives have a fitted effect of over 65% in size
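Smad-responsive CAGA-GFP expression was quantified in HEPG2 cells exposed to compounds and 500 pg/mL final TGF-beta for 18 h at 37 degrees C; unstimulated wells defined full inhibition.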
Nrf2 inh: inhibitors of Nrf2 signaling. A549 ARE-Fluc reporter, luciferase luminescence, 18-24 h. Potency, µM (series often up to 46 µM), for the others: at the top dose activity change, negative = inhibition, usual class: inhibitors. 2.1% of 360,000 active. AID 504444; note: potency is the fitted concentration of half-maximal effect; % is set by controls: 0 for no effect and ±100 for the full control effect; nearly all actives have a fitted effect of over 60% in size
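A549 ARE_Fluc cells (5000/well, 5% FBS OPTI-MEM) pre-incubated 2 h, then treated with compounds 18-24 h at 37C/5% CO2 in concentration-response. CellTiter-Fluor viability read first; BugLite luciferase luminescence after 15 min at room temperature gives Nrf2 activity.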
A549 viability: counter-screen for Nrf2 inhibitors: cytotoxicity in A549 cells; A549 ARE-Fluc cells, CellTiter-Fluor viability, 18-24 h; Potency, µM (titrated, usually from 46 µM), inactives show at the top dose activity change, negative = cytotoxicity, usual class: inhibitors; 0.16% of 390,000 active; note: potency is the fitted concentration of half-maximal effect; % is set by controls: 0 for no effect and ±100 for the full control effect
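Cytotoxicity counterscreen: CellTiter-Fluor fluorescence was measured in A549 ARE_Fluc cells after 18-24 h of compound exposure in a concentration series. The subsequent BugLite luminescent read reports ARE-luciferase activity.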
pAkt inh: inhibitors of Akt phosphorylation; Neuro2A IGF-stimulated pAkt S473 HTRF, 20 min; active compounds read low; activity change, % for hits at 50 µM; 0.32% of 360,000 active; AID 651550; in the data active = activity change below about -80%; inconclusive = mostly about -51% to -80%; note: % is set by controls: 0 for no effect and ±100 for the full control effect
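Neuro2A cells (4,500/well, DMEM with 0.5% FBS) were treated with compound at a single 50 µM final concentration, stimulated with 6 nM IGF for 20 min at 37 °C, and lysed. Phospho-Akt Ser473 was read by HTRF as 665/615 ratio ×10^4.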
The depositor's hits bear a star; i = inactive; ? = inconclusive; . = no result given; & = joins results of further samples; [ ] = remark or other dose. Unless noted, calls come from the whole dose curve; as a rule, active = well fitted curve in the direction sought with a large enough effect; inconclusive = small, poorly fitted or top-dose-only effect, or another doubt; inactive = no such curve, though single readings can be large; an effect the other way counts as inactive or inconclusive.

Each structure is followed by: ATXN viability	Nrf2 ARE act	CCT chaperon mod	Mm-Cpn inhibitor	HepG2 tox	TGFb inhibitor	Nrf2 inh	A549 viability	pAkt inh
#1 Cc1ccc(Cn2ncc3c(N4CCCC4)ncnc32)cc1
 : i	-0.1%	0.1	3%	-52%	0%	-38%	5%	i
#2 O=C(NCCc1ccccc1)c1ccc(-c2ccccc2Cl)o1
 : i	4.2%	-0.9	0%	-16%	-3%	11%	26%	i
#3 COc1ccccc1C(=O)n1nc(-c2ccco2)nc1N
 : i	5.3%	0.5	-1%	-6%	10%	-7%	-11%	i
#4 O=C1c2cccnc2C(=O)N1Cc1ccc(Cl)cc1
 : i	0.3%	0.2	0%	-23%	-1%	1%	-3%	i
#5 COc1ccc(NS(=O)(=O)c2cc(NC(=O)c3ccc(=O)[nH]n3)ccc2N2CCOCC2)cc1
 : ?	0.0%	-0.8	-1%	-9%	25%	-24%	-9%	i
#6 C/C(N)=C(/C#N)C(=O)CSc1n[nH]c(-c2cccs2)n1
 : i	2.1%	-3.1	1%	5%	-17%	?	-1%	i
#7 COc1ccccc1NC(=O)Cn1cc(C(=O)c2ccco2)c2ccccc21
 : i	8.8%	1.3	3%	-6%	-22%	-12%	-1%	i
#8 CN(Cc1ccccc1)S(=O)(=O)c1nnc(NC(=O)c2ccccc2)s1
 : i	-0.7%&3.4%	-0.2	-2%	-3%&-13%	0%&-1%	5%&-25%	1%&4%	i
#9 COc1ccc(CCNC(=O)CSc2nnc(-c3cccc(F)c3)o2)cc1OC
 : i	0.4%	-0.5	0%	-6%	1%	-1%	1%	.
#10 CCOc1ccccc1OCCCC(=O)N1CCN(S(=O)(=O)c2ccccc2C#N)CC1
 : i	-0.8%	-1.8	.	-11%	-2%	.	.	i
#11 COc1ccc(Nc2nc(C)cc(C)c2C(N)=O)cc1OC
 : i	0.4%	1.4	2%	-3%	1%	26%	8%	i
#12 Cc1nnc(SCC(=O)NCCN2C(=O)CSC2=O)s1
 : i	0.2%	-0.2	0%	-4%	?	?	-15%	i
#13 c1ccc(Cn2nnc3c(N4CCc5ccccc5C4)ncnc32)cc1
 : i	0.9%	0.5	0%	-26%	-17%	?	?	i
#14 O=C(CCN1C(=O)C2CCCCC2C1=O)Nc1cc([N+](=O)[O-])ccc1Cl (configuration not stated)
 : i	-0.2%	-2.0	0%	-23%	-5%	-4%	7%	i
#15 Cc1ccc2c(c1)=N/C(=N\c1[nH]c(O)c3ccccc13)N=2
 : .	-2.8%	-1.8	.	-93%	?	.	.	i
#16 COc1ccc(CNC(=O)C2CCNCC2)cc1
 : i	-0.1%	-1.3	-9%	-11%	-1%	-16%	2%	i
#17 COc1ccc(OC)c(/C=C/C(=O)OCC(=O)NCc2ccco2)c1
 : i	9.2%	-0.8	-2%	-1%	1%	8%	-1%	i
#18 Cc1c(C(=O)NCc2cccc(Cl)c2)sc2ncnc(N(C)C3CCCCC3)c12
 : i	-2.2%	.	.	5%	?	.	-15%	.
#19 CC(=O)c1c(C)n(-c2ccc(Cl)cc2)c2ccc(OC(=O)COc3ccccc3)cc12
 : i	-0.6%	.	.	-5%	-7%	21%	-1%	.
#20 Cn1cccc1Cc1nnc(SCC(=O)N2CCN(c3ccccc3)CC2)n1-c1ccc(F)cc1
 : i	0.4%	-0.6	-1%	4%	-13%	-4%	0%	i
#21 COCc1ccccc1C1=CC(=O)C[C@H](c2ccc(OC)cc2)C1
 : i	0.5%	-2.7	-11%	-17%	-24%	15%	1%	i
#22 COc1ccc(/C=N/NC(=O)CCc2c(C)n[nH]c2C)cc1O
 : .	-0.2%	-1.1	-1%	1%	-6%	0%	-22%	.
#23 CCOC(=O)c1c(C)[nH]c(C)c1-c1ccccc1OC
 : i	-0.4%	-0.8	-2%	3%	1%	.	21%	i
#24 COc1ccc(CCNC(=O)CCCCn2c(=O)c3ccccc3n(CC(=O)Nc3ccccc3C)c2=O)cc1OC
 : i	-0.4%	.	.	-18%	8%	-3%	-3%	.
#25 COc1ccccc1C(CC(=O)Nc1nccs1)c1ccco1 (configuration not stated)
 : i	3.7%	-1.8	-1%	-23%	-6%	-12%	6%	i
#26 COC(C[C@H]1O[C@H]1[C@@H](O)[C@H](C)OCc1ccccc1)OC
 : i	-0.3%	-0.5	-1%	-2%	4%	5%	-7%	i
#27 Clc1ccc(OCCn2cnc(Cl)c2Cl)cc1
 : i	17%	-1.1	2%	-3%	-15%	-4%	0%	i
#28 CC1(C)CC(N(Cc2ccccc2)C(=O)Cc2ccccc2)CCO1 (configuration not stated)
 : i	-0.6%	-0.9	4%	8%	-7%	-14%	-6%	i
#29 COc1ccc(CNC(=O)C(C)N2C(=O)NC3(CCCCCCC3)C2=O)cc1 (configuration not stated)
 : i	0.6%	-3.8	-1%	0%	-7%	-16%	-2%	i
#30 COc1ccc(C(O)c2ncc(-c3ccccc3Cl)[nH]2)cc1 (configuration not stated)
 : i	0.5%[9.22 µM]	1.5	.	3%	-2%	.	.	i

(cont.)
Each structure is followed by: ATXN viability	Nrf2 ARE act	CCT chaperon mod	Mm-Cpn inhibitor	HepG2 tox	TGFb inhibitor	Nrf2 inh	A549 viability	pAkt inh
#31 CC1(C)Cc2cccc(OCC(=O)Nc3cccnc3Cl)c2O1
 : i	0.7%	1.0	1%	0%	-8%	-8%	2%	i
#32 Cc1ccc(S(=O)(=O)N2CCC(C(=O)Nc3ccc(S(=O)(=O)N4CCOCC4)cc3)CC2)cc1
 : i	0.6%	-0.6	.	-32%	?	?	-3%	i
#33 COc1ccc(CCNc2nc3cc(OC)c(OC)cc3c3nc(-c4cccnc4)nn23)cc1OC
 : .	1.5%	.	.	7%	-13%	15%	-1%	.
#34 CSc1ncccc1C(=O)OCC(=O)c1[nH]c(C)c(C(C)=O)c1C
 : i	2.9%	-0.1	-1%	-27%	3%	-9%	0%	i
#35 Cn1c(=O)n(-c2cccc(Cl)c2)c(=O)c2c3c(sc21)COC(C)(C)C3
 : .	-0.1%	-2.5	3%	-9%	-7%	-8%	-13%	.
#36 COc1ccc(OC)c(S(=O)(=O)N2CCC(C(=O)NCc3ccc4c(c3)OCO4)CC2)c1
 : i	2.5%	-2.8	3%	-23%	4%	-14%	-1%	i
#37 CCCNC(=O)c1cc2c(c(-c3cccc(-c4ccc(F)cc4)c3)n1)[C@@H](CCO)N(S(=O)C(C)(C)C)C2 (some centres not stated)
 : ?	6.3%	-1.2	.	-30%	16µM*	.	.	i
#38 Cc1csc(SCC(=O)NC2CCCCC2)n1
 : i	-0.2%	-1.3	0%	2%	1%	.	5%	i
#39 CN1CCN(C(=S)SCC(=O)Nc2nc(-c3ccccc3)c(-c3ccccc3)o2)CC1
 : ?	4.0%	-0.2	3%	-14%	?	-21%	?	i
#40 O=C1CSC(c2ccc(Cl)cc2)N1c1cccnc1 (configuration not stated)
 : i	1.5%	-1.8	0%	-4%	-3%	22%	2%	i
#41 CCOC(=O)[C@]12CCC=C1N(Cc1cccc3ccccc13)C(=O)[C@H](CC(=O)NCc1ccc(C)o1)C2
 : ?	5.2%	0.2	.	.	.	.	.	i
#42 Cc1cccc2cc(=O)[nH]c(C)c12
 : i	-1.6%	-2.0	1%	-35%	7%	-17%	-2%	i
#43 COc1ccccc1/C=N/NC(=O)c1sc(C)nc1C
 : i	0.3%	-0.2	4%	11%	20%	18%	3%	i
#44 CCCCn1c(SCC(=O)NC(=O)NCc2ccco2)nc2cc(S(N)(=O)=O)ccc21
 : i	0.4%	-1.1	?	0%	-2%	5%	-5%	i
#45 Cc1ccc(CNC(=O)C(NS(=O)(=O)c2cccc3nsnc23)C(C)C)cc1 (configuration not stated)
 : i	-0.5%	-4.2	-1%	-30%	-2%	0%	-1%	i
#46 CC1CCCCC1N=CC1=C(O)CC(C)(C)CC1=O (configuration not stated)
 : i	-0.2%	3.4	1%	8%	-9%	?	4%	i
#47 Cc1ccc(-n2nnnc2Sc2ccc(S(=O)(=O)NCCN(C)C)cc2[N+](=O)[O-])cc1
 : ?	?	-2.7	-2%	8.9µM*	1.6µM*	10µM*	6.5µM*	i
#48 C#CCNC(=O)C1=C[C@H](c2ccccc2)C[C@H](OCCCCO)O1
 : i	0.4%	-0.3	.	3%	?	-5%	-1%	i
#49 CCOC(=O)c1c(C)cc2c(CO)n[nH]c(=O)c2c1C
 : i	-1.3%	0.2	.	-6%	-4%	.	.	i
#50 O=C(Nc1cccc(Br)c1)C1CCCC1
 : .	0.3%	-1.9	.	-3%	1%	2%	1%	i
#51 CCC1CCCCN1CCCNC(=O)Cn1c(=O)c2cccn2c2cccnc21 (configuration not stated)
 : i	3.9%	-0.2	2%	9%	4%	1%	9%	i
#52 Cc1ccc(C(=O)CC(=O)c2cccc(F)c2)c(O)c1
 : ?	6.5%	-1.3	-4%	-30%	-5%	1%	0%	i
#53 COc1ccc(CCN2C(=O)c3ccccc3C2c2nnnn2-c2c(C)cccc2C)cc1OC (configuration not stated)
 : i	0.2%	-1.5	.	.	.	.	.	i
#54 CC(C)=CCN1CCN(Cc2cccc3nonc23)CC1CCO (configuration not stated)
 : .	0.3%	1.2	3%	0%	13%	?	3%	i
#55 O=C(CNS(=O)(=O)c1ccccc1)Nc1ccc(C(F)(F)F)cc1
 : i	-0.5%	1.2	-4%	-1%	-5%	6%	-8%[1.84 µM]	i
#56 O=C(COC(=O)c1ccc(F)c(S(=O)(=O)N2CCOCC2)c1)c1ccccc1
 : i	-1.1%	0.0	0%	2%	6%	20%	-3%	i
